# HKDC1 inh – blocks human hexokinase HKDC1 activity. recombinant HKDC1, G6PDH/diaphorase resazurin coupled fluorescence. inhibition, % at 20 µM. 340,000 tested, 0.16% active;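 active means inhibition above about 35% when tested at 20 µM, limit read from the data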;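 further: plate controls were DMSO wells with enzyme for no effect and DMSO wells lacking enzyme for full effect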
#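 Test system: recombinant HKDC1 (HK5) hexokinase enzyme, produced in-house / Doses: 20 µM test compound, 1% DMSO / Timing: 90 min, room temperature / Detection: G6PDH/diaphorase-coupled fluorescence, 1 mM NADP, 100 µM resazurin, 525/613 nm / Control set: DMSO wells with and without enzyme mix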
# ATG4B inh – ATG4B (human) cysteine protease inhibition; 340,000 tested, 0.51% active; AID 504462; ATG4B cleavage of LC3-PLA2, NBD-HPC fluorescence, 1 h; inhibition, % at 8.33 µM; in the data active means inhibition above about 40%
# Target sequence (Q9Y4P1 whole entry, looked up): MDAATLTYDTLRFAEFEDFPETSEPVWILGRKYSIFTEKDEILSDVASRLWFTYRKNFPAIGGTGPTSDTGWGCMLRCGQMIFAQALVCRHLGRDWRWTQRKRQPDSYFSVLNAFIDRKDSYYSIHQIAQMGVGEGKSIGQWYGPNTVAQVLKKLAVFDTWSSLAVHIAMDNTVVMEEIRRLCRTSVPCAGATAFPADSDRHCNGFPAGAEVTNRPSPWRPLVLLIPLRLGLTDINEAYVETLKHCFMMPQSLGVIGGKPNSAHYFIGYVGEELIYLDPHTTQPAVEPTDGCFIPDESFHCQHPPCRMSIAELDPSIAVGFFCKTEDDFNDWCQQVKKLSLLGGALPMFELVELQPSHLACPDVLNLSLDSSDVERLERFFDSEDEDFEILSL
# MPTP inh – permeability transition pore inhibition | isolated mouse mitochondria, Ca2+ swelling absorbance, 30 min | inhibition, % at 10 µM | 360,000 tested, 1.4% active | AID 602449;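 active means inhibition of 50% or more, scaled per plate between neutral and stimulator controls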;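 further: 0% = DMSO wells given calcium and 100% = 1 mM EGTA wells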
# SENP8 inh – SENP8 (human) protease inhibition; Q96LD8; recombinant SENP8, Nedd8 substrate fluorescence; inhibition, % at 20 µM; 360,000 tested, 0.64% active; AID 602440; in the data active means inhibition mostly above about 40%, no sharp cut-off; inactive means mostly below about 27%
# Target sequence (Q96LD8 whole entry, looked up): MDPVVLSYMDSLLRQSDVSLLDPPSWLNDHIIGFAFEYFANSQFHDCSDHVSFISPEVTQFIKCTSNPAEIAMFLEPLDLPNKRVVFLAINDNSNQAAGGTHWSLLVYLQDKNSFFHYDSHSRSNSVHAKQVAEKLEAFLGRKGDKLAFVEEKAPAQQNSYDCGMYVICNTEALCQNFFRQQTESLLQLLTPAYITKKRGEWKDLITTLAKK
# PfG6PD inh – PfG6PD (Plasmodium falciparum) enzyme inhibition; PfGluPho enzyme, NADPH resazurin-diaphorase fluorescence; inhibition, % at 20 µM; 350,000 tested, 0.78% active;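 active means inhibition reaching at least a set limit at 20 µM in the primary screen, cut at about 59% in these data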;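 further: 0% = DMSO wells with substrate and 100% = DMSO wells lacking glucose-6-phosphate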
# SENP7 inh – inhibitors of human SENP7 protease; AID 434973; 330,000 tested, 1.5% active; inhibition, % at 5 µM; Q9BQF6; recombinant SENP7, Z-RLRGG-aminoluciferin luminescence, 40 min;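 active means inhibition above about 50% at the single test dose, limit read from the data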;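 further: plate controls were DMSO with enzyme for no effect and no enzyme buffer wells for full effect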
# Target sequence (Q9BQF6 706-1050 limits assumed): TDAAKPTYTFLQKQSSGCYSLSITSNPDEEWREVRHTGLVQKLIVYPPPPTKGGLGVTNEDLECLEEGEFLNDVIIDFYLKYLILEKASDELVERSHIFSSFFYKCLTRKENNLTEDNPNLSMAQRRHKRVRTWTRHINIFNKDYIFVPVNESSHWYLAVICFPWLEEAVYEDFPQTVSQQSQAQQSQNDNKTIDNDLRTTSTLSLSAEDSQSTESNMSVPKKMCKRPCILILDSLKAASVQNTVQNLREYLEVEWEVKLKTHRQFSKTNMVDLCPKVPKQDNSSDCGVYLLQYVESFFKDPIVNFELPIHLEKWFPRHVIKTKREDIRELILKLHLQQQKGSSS
# GRIN3A LBD mod – modulates the human NR3A ligand-binding domain | NR3A LBD differential scanning fluorimetry, Tm shift; 0% = protein alone, 100% = glycine-bound protein | Tm shift relative to glycine control, % at 25 µM | 340,000 tested, 2.5% active | AID 1259313;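 active means melting temperature shift of at least 10% of the positive control shift, at one fixed dose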
# SENP6 block – inhibitors of human SENP6 protease; Q9GZR1; Recombinant SENP6 catalytic domain, aminoluciferin luminescence; inhibition, % at 10 µM; 330,000 tested, 1.8% active; AID 2599;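 active means inhibition above about 50% at the single tested dose, limit read from the data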;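 further: plate controls were DMSO wells with enzyme for no effect and DMSO wells lacking enzyme for full effect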
# * hit, by the source's call; i = inactive; / = no result given.
# Values in the order: SENP7 inh, SENP8 inh, PfG6PD inh, GRIN3A LBD mod, ATG4B inh, HKDC1 inh, SENP6 block, MPTP inh
- Clc1cccc2sc(-c3nnc(-c4ccccc4)o3)c(Cl)c12
    -3.1, -478.0, 7.3, -6.0, -3.7, -2.9, -1.6, -0.8
- CC(=O)c1cc2c(cc1NC(=O)CSc1nc3ccccc3o1)OCO2
    -3.9, i, -9.2, 0.8, 6.1, -5.3, -4.2, -4.2
- COc1cc2c3c(c1)C(C)CC(C)(C)N3C(=O)C2=O (centres undefined)
    2.8, 10.9, -1.8, -1.2, 8.4, -1.3, 4.0, -1.6
- CCN(CC(=O)Nc1ccccc1C(F)(F)F)C(=O)c1ccc2c(c1)NC(=O)CS2
    0.5, 10.0, -6.7, -2.5, 1.4, -2.0, 2.8, -2.4
- CC1CCCCC1NC(=O)c1cc2c(s1)CS(=O)(=O)C2 (centres undefined)
    -6.1, -7.8, -0.1, -0.2, 6.2, -8.5, -34.0, -1.2
- Cc1[nH]n(-c2ccccc2)c(=S)c1C=NCCCN=Cc1c(C)[nH]n(-c2ccccc2)c1=S
    17.8, 31.1, 61.9*, -2.9, -14.4, -30.6, 19.8, 0.2
- Cc1ccc(Sc2ccc(CN3CCCC3)cc2[N+](=O)[O-])cc1
    2.5, 11.3, -5.8, 1.4, 2.0, 17.1, -5.1, -2.3
- O=C(O)/C=C/c1cn(-c2ccccc2)nc1-c1cccc([N+](=O)[O-])c1
    10.3, 16.0, 24.8, 2.1, -0.3, 3.6, -19.9, 0.7
- COC(=O)c1sc(=S)n(-c2cccc(Cl)c2)c1N
    -2.7, 16.3, 72.5*, 1.8, 11.2, -14.7, -13.3, 1.8
- O=C1CCN(CC2CCCCC2)C=C1C(=O)c1ccccc1
    /, 16.9, 4.5, -0.5, 3.2, -2.8, /, 3.8
- COc1ccccc1CNC(=O)CC12CC3CC(CC(Br)(C3)C1)C2
    -8.2, 7.7, -4.4, -2.2, -18.8, -2.7, 2.7, 0.6
- O=C(O)c1cccc2c1Cc1cc([N+](=O)[O-])ccc1-2
    /, 12.9, 1.5, -0.8, -6.0, 0.4, /, -2.1
- COc1ccccc1/C=C(/CC(=O)NCc1ccc(F)cc1)c1nc2ccccc2s1
    -7.7, -159.2, 7.0, -2.9, 39.9, -2.8, -12.1, -0.1
- CCOC(=O)c1ccc(-n2ccnc2)c(NC(=O)c2ccc(Cl)cc2)c1
    -4.3, 10.7, -7.2, -3.5, -4.1, 2.4, -13.6, -0.2
- COCCNc1cc(C)nc2ccccc12
    -4.2, 12.0, -13.6, 1.7, 3.3, -1.6, -16.7, -1.3
- Cc1ccccc1-c1nnn(CC(=O)N2CCN(C(=O)c3ccco3)CC2)n1
    -6.9, -2.1, 11.7, -1.2, 5.7, -5.8, -1.9, -1.1
- COc1ccccc1N1CCN(C(=O)C2CCCN(S(=O)(=O)c3ccc4c(c3)CCCN4C(C)=O)C2)CC1 (centres undefined)
    7.2, 23.8, 9.1, -0.8, -10.9, 0.3, 6.8, -0.8
- CCOCc1c(C(=O)NC2CCCCCC2)oc2ccccc12
    6.6, 11.8, 0.7, 1.3, -1.6, -5.4, 0.7, -2.0
- COc1ccc(-c2cc(=O)c3c(O)c(OC)c(O)cc3o2)cc1
    87.4*, 5.5, 23.3, 12.3*, -12.8, 2.0, 83.5*, -1.5
- Cc1cccc(C(=O)NNC2=C(C(=O)C(F)(F)F)CCC2)c1O
    4.1, -22.4, -3.7, -1.8, 20.1, -21.3, 3.1, 92.8*

# Part of the list above, limited to ATG4B inh, SENP7 inh and HKDC1 inh:
molecule | ATG4B inh | SENP7 inh | HKDC1 inh
O=C(O)c1cccc2c1Cc1cc([N+](=O)[O-])ccc1-2 | -6.0 | / | 0.4
COc1ccccc1/C=C(/CC(=O)NCc1ccc(F)cc1)c1nc2ccccc2s1 | 39.9 | -7.7 | -2.8
CCOC(=O)c1ccc(-n2ccnc2)c(NC(=O)c2ccc(Cl)cc2)c1 | -4.1 | -4.3 | 2.4

# Going on with the list.
# Values in the order: SENP7 inh, SENP8 inh, PfG6PD inh, GRIN3A LBD mod, ATG4B inh, HKDC1 inh, SENP6 block, MPTP inh
- O=C(Cc1cccs1)Nc1ccccc1C(=O)O
    31.0, 6.0, 11.7, 2.0, -0.6, 2.0, 63.3*, -1.5
- Clc1ccccc1CN1CCN(c2ncccn2)CC1
    -3.2, 22.5, -11.8, 0.1, -0.2, 1.8, -4.6, 0.9
- O=C(c1ccco1)N1CCN(Cc2cc(=O)c(OCc3ccccc3F)co2)CC1
    6.5, 8.4, -9.1, 1.7, -11.3, -5.8, 1.2, -1.8
- CCCCc1cc(=O)oc2cc(C)cc(OCC(=O)N[C@@H](CSCc3ccccc3)C(=O)O)c12
    1.4, -19.5, -10.0, -8.9, -10.5, 8.4, -1.6, -0.3
- COc1ccc(-n2nnnc2CNC(=O)c2ccc3c(c2)OCO3)cc1
    -6.5, 7.9, 2.2, 0.5, -3.6, -9.0, -0.7, -1.1
- COC(=O)COc1ccc(S(=O)(=O)Nc2ccc3c(c2)OCO3)cc1Cl
    1.3, 18.5, 2.5, -1.3, 4.0, 17.3, -9.1, 4.7
- Cc1ccc(NCc2nc3ccccc3n2C)cc1C
    -18.7, 12.3, 29.0, -0.2, 6.8, -3.6, 21.9, -0.2
- O=c1c(Cl)nc2cc(Cl)ccc2n1CCNc1ncc(C(F)(F)F)cc1Cl
    0.3, -172.0, 2.4, 8.8, -3.2, -0.8, -0.6, 0.9
- CC(=O)C1=C(C)N(CC2CC2)C(=O)N[C@H]1c1ccc(Br)cc1
    -2.9, 9.1, -27.0, -2.0, 1.4, 3.6, -1.1, -1.0
- O=C(NCC(c1ccco1)N1CCN(c2ccccc2)CC1)C(=O)NC1CCCC1 (centres undefined)
    10.3, 5.6, -6.2, 1.6, 3.1, -5.4, -14.6, 0.3
- CCN(c1cccc(C)c1)S(=O)(=O)c1cnc[nH]1
    -4.0, 7.8, 12.6, -0.1, 0.1, -7.7, -2.7, 1.8
- COc1cc(OC)c(/C=N/NC(=O)c2ccncc2)cc1Br
    10.3, -99.5, 1.1, -2.7, -12.1, 6.3, -1.1, -1.3
- Cc1c(S(=O)(=O)Nc2ccc(Br)cc2)c(=O)n(C)c(=O)n1C
    3.6, 1.7, 5.8, -1.4, -12.1, -5.1, -0.5, -1.8
- Cc1ccc(O)c(C(CC(=O)NCc2ccco2)c2ccccc2)c1 (centres undefined)
    -7.5, 16.5, -0.6, 0.1, -22.6, -4.8, -15.5, -0.9
- O=C(O)COc1cccc(/C=C2/SC(=S)N(Cc3ccccc3)C2=O)c1
    2.8, 20.6, -17.8, 1.4, 34.6, 9.4, 9.2, 2.1
- CCCc1c(C(=O)N/N=C/C(C)=C/c2ccccc2)nnn1-c1nonc1N
    0.1, 10.1, -5.2, 33.5*, -2.7, -3.4, 8.8, -0.6
- O=C(CCN1CCCCC1)c1ccc2c(c1)OCCO2
    14.4, 11.7, 4.7, 4.4, 9.6, -9.5, -14.5, 0.3
- CN1CCC(N(C)CC(C)(C)NS(=O)(=O)c2ccccc2)CC1
    -1.5, 19.5, -2.1, -0.1, 0.9, -1.0, 12.1, 0.5
- CC(=O)Nc1cc(NC(C)=O)cc(C(=O)OCC(=O)c2ccc3c(c2)NC(=O)CO3)c1
    -0.7, 5.8, 3.4, -1.8, -3.0, 0.0, -10.6, -2.0
- COc1ccc(S(=O)(=O)N2CCCOC2CNC(=O)C(=O)NCc2ccco2)cc1C (centres undefined)
    3.0, 21.6, -22.1, 0.7, -0.2, -9.2, 1.2, 0.1
- Cc1ccc(NC(=O)CCc2ccc(S(=O)(=O)N3CCOCC3)cc2)c(O)c1
    -2.2, 1.7, 20.3, 1.4, -5.3, 2.0, 9.2, -0.4
- CCc1ccccc1NC(=O)COc1ccc2oc(-c3ccc(OC)cc3)cc(=O)c2c1
    -6.5, -254.3, 5.0, -3.4, -1.8, 3.6, -11.3, 6.2
- COc1cccc(C(C#N)N2CCCCC2)c1O (centres undefined)
    6.0, -77.6, 13.6, 0.6, -1.5, 1.8, -8.0, -0.4
- c1csc(-c2nc3ccccc3s2)c1
    80.0*, -446.7, 20.9, 1.0, -2.0, 4.3, 86.3*, 0.8
- COc1cc(C(=O)OCC(=O)NC2CCS(=O)(=O)C2)c([N+](=O)[O-])cc1OC (centres undefined)
    6.9, 11.2, 9.4, -0.9, -3.8, -4.1, -2.2, -0.3
- CCCCOc1ccccc1C1NC(=O)CCC1[N+](=O)[O-] (centres undefined)
    0.1, 16.5, 1.2, -2.0, -0.3, -2.2, 11.2, 0.4
- Cc1ccc(C(=O)NCCc2nc3ccccc3[nH]2)cc1[N+](=O)[O-]
    -2.2, 26.7, -2.2, -2.2, -3.2, -8.9, -3.2, -3.5
- CCOC(=O)C1(Cc2cccc(F)c2)CCN(Cc2ccc(COC)o2)CC1
    -2.0, 4.6, -5.6, -0.7, 0.6, -9.2, 5.3, 15.1
- O=c1c(Cl)c(N2CCC3(CC2)OCCO3)cnn1C12CC3CC(CC(C3)C1)C2
    -0.2, 15.1, -3.2, 0.3, -8.1, 4.4, 6.3, -0.1
- Nc1ccccc1C(=O)NCCCN1CCOCC1
    -6.6, -288.6, -3.2, 0.5, 0.9, -2.7, -13.7, -0.5
- Cc1ccc(NC(=O)Nc2cccc(Cl)c2)c(C(=O)O)c1
    69.1*, -366.8, 42.5, 12.2*, -12.5, -5.6, 45.1, 10.6
- O=C(Cn1ncc2c(=O)oc3ccccc3c21)NCCC1=CCCCC1
    -11.8, 15.0, -3.3, 0.5, -8.0, -5.4, -10.6, 0.6
- O=C1CCCC/C=C\C[C@H](CC(=O)N(CCO)Cc2ccccc2)C(=O)NCCO1
    7.7, 17.2, 6.3, 0.7, -15.3, -7.7, -2.5, -1.4
- CNC(=O)c1cc(Nc2nnc(C)c3ccccc23)ccc1OC
    -3.0, -29.5, 19.7, 0.0, -11.3, 1.8, -9.4, -1.0
- CC(Oc1ccc2c(-c3ccccc3)cc(=O)oc2c1)C(=O)N1CCOCC1 (centres undefined)
    -5.3, -29.3, 1.0, -0.8, -3.9, -5.7, 22.2, -0.9
- C=CCN1C(=O)C(O)(CC(=O)c2ccccc2)c2ccccc21 (centres undefined)
    -2.3, 13.1, 6.3, -3.1, 9.6, -7.0, -15.3, -1.3
- COc1ccccc1CN1Cc2cccc3c2[C@@H](CC1=O)[C@H](O)[C@H](O)C3
    -0.8, 2.9, 2.5, 0.3, -11.0, -7.0, 4.8, -0.7
- Cc1csc(C(=O)O)c1NC(=O)c1c(Cl)cccc1Cl
    5.8, 12.6, 5.9, 1.7, -2.1, -5.5, 9.2, -1.5
- CCCCCOc1ccc(/C(C)=N/NC2=NCCN2)cc1
    1.8, 17.3, -9.7, -1.4, 4.5, 0.9, 11.9, 49.4
- Cn1nc(OC(=O)Nc2cccc(Cl)c2)cc1C(F)(F)F
    -12.2, 6.1, 11.8, 14.6*, 3.9, 3.0, -25.7, 88.2*
- COCCNC(=O)Nc1ccc2nc(-c3ccco3)c(-c3ccco3)nc2c1
    1.9, -314.9, 66.8*, -1.9, 12.3, 33.8, -33.2, 0.5
- Cc1ccccc1Nc1nc(N)nc(CSc2nnc3ccccn23)n1
    10.2, -6.2, 16.4, 1.1, -5.0, -1.3, 9.2, 0.7
- Cc1n[nH]c(=O)nc1NC1CCCCC1
    -1.8, 21.9, -10.7, -1.6, 2.5, -5.9, 5.0, -1.6
- O=C(Nc1ccc(-c2ccc3nncn3n2)cc1)c1ccc(Br)o1
    2.2, -447.7, 19.3, 9.8, 27.8, 4.8, -5.2, 1.6
- O=C(CSCC(=O)N1CCCCC1)Nc1nc(-c2ccc(Cl)s2)cs1
    5.3, -23.8, -6.0, -6.5, -5.2, 3.6, 3.7, 45.2
- COc1cccc(CNC(=O)CCn2c(=O)oc3ccccc32)c1
    -1.2, 6.7, 5.1, -0.5, 1.4, -13.0, 4.4, 0.2
- CCCc1c(C(=O)N/N=C/c2cccc(OCc3ccc(F)cc3)c2)nnn1-c1nonc1N
    -2.4, 13.0, 17.2, 35.0*, 5.1, 1.8, 10.8, 0.1
- COCCCNC(=S)N1CCCC(c2nc3cc(C)c(C)cc3[nH]2)C1 (centres undefined)
    1.9, 7.8, -7.0, 0.1, 4.2, 11.9, -15.2, 0.5
- c1ccc(-c2csc(-n3cnnn3)n2)cc1
    8.5, 11.2, -13.4, -9.2, 0.9, 3.4, 4.6, 1.8

# Screening data from PubChem BioAssay.
